# Compound activity as filed in PubChem.
# BoNT F protease: inhibitors of Botulinum neurotoxin F light chain protease; Multiplex microsphere protease cleavage assay, flow cytometry; inhibition, % at 10 µM; hit rate 0.22% among 360,000; AID 588497; in the data active means inhibition above about 35%, passing the limit was not always enough; further: plate controls were buffer without enzyme for full effect and enzyme alone for no effect
# CCHF vOTU inh: CCHFV vOTU protease inhibition | Pep-AMC fluorescence | inhibition, % at 11.5 µM | hit rate 0.55% among 370,000; in the data active means inhibition above about 30%; further: 0% = vehicle wells with enzyme and 100% = no enzyme wells
# * = called active by the depositor. A portion of the library; rates above refer to the full screens.
nr	SMILES	BoNT F protease	CCHF vOTU inh
1	COCCNC(=O)c1cc2c(Br)ccc(Br)c2nc1N	-7.5	4.3
2	CCCCCCCCN1C(=O)[C@H](CC(=O)NCCCC)C[C@@]2(C(=O)OC)CCCCC=C12	-2.6	22.2
3	CCCCn1nnnc1C(c1cc2ccccc2o1)N(C)Cc1ccc(Cl)c(Cl)c1 (configuration not stated)	-0.1	7.8
4	CCCC[C@@H]1Cc2[nH][nH]c(=O)c2[C@@H](c2ccc(Cl)cc2)O1	-5.0	1.4
5	Cc1cc(C)cc(Cn2cc(CN3CC(N4CCN(C)CC4)CS3(=O)=O)nn2)c1 (configuration not stated)	-0.7	-2.2
6	O=C1NC[C@@H](CCCCN2C[C@H](Cc3ccc(O)cc3)N(CC3CCCCC3)C(=O)C2=O)N(CCc2ccccc2)C1=O	4.4	16.9
7	Cc1ccc(SC2=C[C@@]3(O)CC[C@@H](O)[C@@](Sc4ccc(C)cc4)(C2=O)[C@H]3O)cc1	10.0	7.1
8	CCCC[C@@H]1CNC(=O)C(=O)N1CCCCC1CCCCC1	-9.7	14.1
9	CCCCN1C(=O)C(CC(=O)NCCN2CCOCC2)CC(C(=O)N2CCCCCC2)=C1C (configuration not stated)	5.3	-5.2
10	CC(C)C[C@H]1CN([C@@H](Cc2ccc(O)cc2)CN2CCC[C@H]2CN2C(=O)C(=O)NC[C@@H]2Cc2ccc(O)cc2)C(=O)C(=O)N1CCc1ccccc1	-6.8	16.3
11	CCOC(=O)[C@]12CCCC=C1N(Cc1ccc(Cl)cc1Cl)C(=O)[C@H](CC(=O)NCCc1ccccc1OC)C2	3.0	30.2*
12	CCCCOCCCNC(=O)C[C@@H]1C[C@@]2(C(=O)OCC)CCCC=C2N(Cc2cccc3ccccc23)C1=O	-3.6	15.0
13	COc1ccccc1Cc1c(-c2cccc(Cl)c2)nc2c(C)cc(Br)cn12	-5.3	12.1
14	CCOC(=O)N1CCN(C(=O)C[C@@H]2C[C@@]3(C(=O)OCC)CCC=C3N(Cc3ccco3)C2=O)CC1	-0.6	-9.8
15	COc1cc2cc(C(=O)NC(C)c3cccc4ccccc34)c(N)nc2cc1OC (configuration not stated)	-2.0	-109.7
16	CCCCCCCCN1C(=O)[C@H](CC(=O)NCCCOCCCC)C[C@@]2(C(=O)OC)CCCCC=C12	-3.9	13.4
17	COC(=O)[C@@]1(Cc2ccc(F)cc2)[C@H]2c3cc(C(=O)N(C)C)n(Cc4ccc(C)c(F)c4F)c3C[C@H]2CN1C(=O)c1ccccc1	-13.3	4.8
18	Cc1cccc(C)c1-n1nnnc1C(c1ccnc2ccccc12)N1CCN(C(=O)OCc2ccccc2)CC1 (configuration not stated)	6.2	-5.5
19	O=C(C1=NOC2(C1)C(=O)Nc1ccccc12)N1CCCCC1 (configuration not stated)	-2.4	7.2
20	COc1ccc(C(=O)NCCN2CCC(n3c(=O)[nH]c4ccccc43)CC2)cc1F	-3.7	-5.6
21	CC(C)C[C@H]1CNC(=O)C(=O)N1C[C@@H]1CCCN1C[C@H](Cc1ccc(O)cc1)N1C[C@H](Cc2ccccc2)N(CC2CCCCCC2)C(=O)C1=O	2.2	11.8
22	CCCCOCCCNC(=O)C[C@@H]1C[C@@]2(C(=O)OC)CCCCC=C2N(Cc2ccccc2)C1=O	-6.6	13.0
23	Clc1ccc(-c2cn(-c3nc4ccccc4s3)nn2)cc1	-5.4	3.1
24	CCOC(=O)[C@]12CCC=C1N(Cc1ccc3c(c1)OCO3)C(=O)[C@H](CC(=O)N1CCC(c3ccccc3)CC1)C2	-0.7	12.2
25	O=C(NCc1ccccc1)C1c2ccccc2OCC(=O)N1Cc1ccco1 (configuration not stated)	-5.3	-9.8
26	O=C1c2ccccc2C(c2nnnn2-c2ccc3c(c2)OCCO3)N1CCCN1CCOCC1 (configuration not stated)	-3.0	3.2
27	COCCCn1cc(CN2CC(N(C)C)CS2(=O)=O)nn1 (configuration not stated)	0.9	14.3
28	COc1ccc(CCN2C(=O)COc3ccccc3C2C(=O)NC(C)(C)C)cc1OC (configuration not stated)	9.8	4.8
29	CCCCC[C@H](C)N1C[C@H](COCc2ccccc2)Oc2cc(N3CCC[C@@H]3CO)ccc2S1(=O)=O	-4.6	26.9
30	COCCN1C(=O)COc2ccccc2C1C(=O)NC1CCCCC1 (configuration not stated)	9.9	-0.5
31	COc1ccc(-c2nc3c(Cl)cc(C(F)(F)F)cn3c2Cc2ccsc2)cc1OC	-0.7	-1.0
32	Cc1ccc2c(NCc3ccco3)nc(NC(C)C)nc2c1	-8.9	10.4
33	COC(=O)[C@]1(Sc2ccccc2)CC(=O)N[C@@H]1c1ccccc1	3.2	2.9
34	Cc1cc(C)n2c(NC3CCCCC3)c(CC(C)C)nc2n1	-4.2	0.5
35	CC(C)C[C@@H]1CN(CCCC[C@H]2CNC(=O)C(=O)N2CCC2CCCCC2)C(=O)C(=O)N1CC1CCCCC1	5.1	15.3
36	Clc1cccc(Cc2c(C3CCCCC3)nc3c4ccccc4ccn23)c1	-0.3	1.6
37	O=C1O[C@@H](c2ccccc2)C[C@@H](O)[C@H](O)CCCCc2ccccc21	1.2	-7.9
38	COc1ccc(-c2oc3c(c2C#CC2(O)CCCCC2)C(OC)CCC3)cc1 (configuration not stated)	12.8	-27.9
39	CC(C)C[C@H]1CN([C@@H](Cc2ccc(O)cc2)CN2CCCC2CN2C(=S)NC[C@@H]2Cc2ccccc2)C(=S)N1CC1CCCCC1 (some centres not stated)	3.8	29.8*
40	O=C(NCC1CC1)c1cc2c(c(-c3cccc(-c4ccccc4F)c3)n1)[C@H](CCO)N(C(=O)CC1CC1)C2	-4.5	8.5
41	O=C(OC1CC2CC1[C@H]1CCCCN1C2=O)N1CCOCC1 (some centres not stated)	9.0	-0.4
42	Cc1cc2nc(-c3cccc(Br)c3)c(CC3CCCCC3)n2c(C)c1Br	1.2	2.9
43	CN(Cc1ccccc1)C(=O)[C@@H]1CCCN1	-3.6	0.4
44	O=S1(=O)CC(N2CCSCC2)CN1Cc1cn(Cc2ccc(C(F)(F)F)cc2)nn1 (configuration not stated)	-2.3	7.7
45	CCCc1c(-c2ccccc2F)ncn1Cc1ccccc1OC	-10.4	10.3
46	O=S1(=O)CC(N2CCN(Cc3ccccc3F)CC2)CN1Cc1cn(Cc2ccccc2)nn1 (configuration not stated)	-7.4	-2.8
47	FC(F)(F)c1cc(Cl)c2nc(-c3ccco3)c(Cc3ccccc3C(F)(F)F)n2c1	5.0	17.7
48	CCOC(=O)[C@]12CCCC=C1N(Cc1ccc(Cl)cc1Cl)C(=O)[C@H](CC(=O)NCCCN1CCCC1=O)C2	-3.5	0.3
49	CC(=O)CC1c2ccccc2C=C(c2ccsc2)N1c1ccc(-c2cccs2)cc1 (configuration not stated)	10.0	9.0
50	O=C1NC[C@H](CCCCN2C[C@H](Cc3ccc(O)cc3)N(CCC3CCCCC3)C(=O)C2=O)N(CC2CCCCC2)C1=O	2.1	3.7
51	O=C1NC[C@H](CCCCN2C[C@H](Cc3ccc(O)cc3)N(Cc3ccccc3)C(=O)C2=O)N(CCc2ccccc2)C1=O	-4.0	-7.3
52	COC(=O)[C@]12CCCCC=C1N(CCC1=CCCCC1)C(=O)[C@H](CC(=O)NCC1CCCCC1)C2	5.5	14.5
53	CC[C@@H]1CC2=C(C(=O)OC(C)(C)O2)[C@@H](c2ccc(Cl)cc2)O1	0.4	0.9
54	O=C(NCc1ccc(F)cc1)OC1CC2CC1[C@H]1CCCCN1C2=O (some centres not stated)	-5.6	8.7
55	Cc1ccc(-c2nc3ccc(C)cn3c2Cc2cccc(F)c2)cc1	-0.7	4.2
56	CCCCCCN1CCN(C2CN(Cc3cn(CCCC(=O)OC)nn3)S(=O)(=O)C2)CC1 (configuration not stated)	-1.3	24.3
57	O=C1NC[C@@H](CCCCN2C[C@H](Cc3ccccc3)N(CC3CCCCC3)C(=O)C2=O)N(CCc2ccc(O)cc2)C1=O	2.0	15.7
58	CCCCCCCCN1C(=O)[C@H](CC(=O)NCCCCc2ccccc2)C[C@@]2(C(=O)OC)CCCCC=C12	-0.9	4.8
59	CC[N+](CC)=N/N=C1\C=CC[N+]([O-])=C1	-7.3	4.2
60	COC(=O)[C@]12CCCCC=C1N(Cc1ccc(Cl)cc1Cl)C(=O)[C@H](CC(=O)N1CCSCC1)C2	-11.9	7.5

# Profiles, looked up by structure:
# Record of `CC[N+](CC)=N/N=C1\C=CC[N+]([O-])=C1` : BoNT F protease = -7.3; CCHF vOTU inh = 4.2
# Record of `O=S1(=O)CC(N2CCSCC2)CN1Cc1cn(Cc2ccc(C(F)(F)F)cc2)nn1` (configuration not stated) : BoNT F protease = -2.3; CCHF vOTU inh = 7.7

# (more compounds)
nr	SMILES	BoNT F protease	CCHF vOTU inh
61	Cc1cccc(C)c1NC(=O)C1c2ccccc2OCC(=O)N1CCCN1CCOCC1 (configuration not stated)	-4.8	-5.9
62	CCOC(=O)[C@]12CCC=C1N(Cc1ccc(Cl)cc1Cl)C(=O)[C@H](CC(=O)NCc1ccc(OC)c(OC)c1)C2	2.2	11.9
63	Cc1cc2nc(-c3ccccc3)c(Cc3cccc(Cl)c3)n2c(C)c1Br	-2.7	21.7
64	O=C1NC[C@@H](CCCCN2CCN(CCC3CCCCC3)C(=O)C2=O)N(Cc2ccccc2)C1=O	-13.0	19.4
65	Nc1[nH]c(C(=O)c2ccccc2)c(-c2ccc(F)cc2)c1C(=O)NCCc1c[nH]c2ccccc12	-1.4	2.4
66	CCOc1ccc(CCN2C(=O)C(=O)N([C@@H](Cc3ccc(O)cc3)CN3CCC[C@H]3CN3C(=O)C(=O)NC[C@@H]3Cc3ccccc3)C[C@@H]2Cc2ccc(O)cc2)cc1	3.9	14.7
67	C[C@H]1COc2cccc(N(C)CCO)c2S(=O)(=O)N1	-4.7	4.0
68	COc1ccc([C@H]2CC(=O)C[C@@H](CCn3cc(-c4cccnc4)nn3)O2)cc1	-14.1	9.9
69	CCCN(C)C1CN(Cc2cn(Cc3cccc(Cl)c3)nn2)S(=O)(=O)C1 (configuration not stated)	-8.5	6.8
70	COc1ccc(CCN2C(=O)CCC2(C)c2nnnn2Cc2ccccc2)cc1OC (configuration not stated)	-9.6	3.5
71	Cc1ccc(Cn2cc(CN3CC(N4CCN(C)CC4)CS3(=O)=O)nn2)cc1 (configuration not stated)	2.9	6.5
72	CCOC(=O)[C@]12Cc3ccc(C)cc3[C@H]1N(C1CCCCC1)C(=O)c1cc(OC)ccc12	-5.7	9.2
73	CCCCNc1c(CCc2ccccc2)nc2nc(C)cc(C)n12	-11.6	4.5
74	O=C(NCCN1CCC(n2c(=O)[nH]c3ccccc32)CC1)c1cccnc1	-1.2	-1.2
75	CC(C)n1nnnc1C1c2ccccc2C(=O)N1Cc1ccc(F)cc1 (configuration not stated)	-1.4	19.1
76	CCCCCCCCN1C(=O)[C@H](CC(=O)NCCc2ccccc2OC)C[C@@]2(C(=O)OCC)CCCC=C12	-4.1	21.8
77	CCC(c1nnnn1-c1ccc2c(c1)OCCO2)N1CCN(c2ccccn2)CC1 (configuration not stated)	-6.4	4.9
78	CN1CCN(c2ccc3c(c2)OC[C@H](Cc2ccccc2)NS3(=O)=O)CC1	-9.0	3.2
79	N#Cc1ccc(-c2nc3c4ccccc4ccn3c2Cc2ccsc2)cc1	-3.0	0.4
80	O=C1NC[C@H](CCCCN2C[C@H](Cc3ccc(O)cc3)N(CC3CCCCC3)C(=O)C2=O)N(CCc2ccccc2)C1=O	-2.6	1.7
81	CCCCc1c(-c2cccc(OC)c2)ncn1CCc1ccccc1OC	3.2	23.3
82	CC(C)n1nnnc1C1c2ccccc2C(=O)N1Cc1cccc(F)c1 (configuration not stated)	-0.3	-1.8
83	COC(=O)[C@@]1(Sc2ccc(C)cc2)CC(=O)N(c2ccc(Cl)cc2)[C@@H]1c1ccccc1	5.4	-6.4
84	Cc1ccccc1C(=O)N1CCC[C@@H]1C(=O)N1CCC[C@H]1C(=O)NCc1ccncc1	0.8	5.7
85	CCCCC[C@H](C)N1C[C@H](COCc2ccccc2)Oc2cc(N3CCC[C@H]3CO)ccc2S1(=O)=O	-4.2	23.6
86	OC(c1ccccc1)(c1ccccc1)C1CCN(CCCOc2ccc(F)cc2)CC1	-17.1	20.5
87	COc1ccc(Cc2c(-c3ccc(C#N)cc3)nc3c4ccccc4ccn23)c(C)c1	2.7	-5.8
88	CCC(c1nnnn1-c1ccc2c(c1)OCCO2)N1CCN(C(=O)c2ccco2)CC1 (configuration not stated)	-6.7	-6.0
89	CC(C)(C)C(=O)c1c(N)[nH]c(C(=O)c2ccccc2)c1-c1c(F)cccc1F	-3.7	-0.7
90	COC(=O)C1(C(=O)OC)CCCCN(S(=O)(=O)c2ccc(C)cc2)CCC1	-3.8	-2.1

# Reprinted at random: 2 compounds from above.
nr	SMILES	BoNT F protease	CCHF vOTU inh
7	Cc1ccc(SC2=C[C@@]3(O)CC[C@@H](O)[C@@](Sc4ccc(C)cc4)(C2=O)[C@H]3O)cc1	10.0	7.1
54	O=C(NCc1ccc(F)cc1)OC1CC2CC1[C@H]1CCCCN1C2=O (some centres not stated)	-5.6	8.7

# (continued)
nr	SMILES	BoNT F protease	CCHF vOTU inh
91	COc1ccc(-c2cc3ccccc3c(=O)o2)cc1	-8.0	-95.7
92	CCC(=O)N1Cc2cc(C(=O)NCC(F)(F)F)nc(-c3cccc(-c4cncnc4)c3)c2[C@@H]1CCO	-5.0	-7.9
93	COc1cccc(C(=O)N2CCC[C@@H]2C(=O)N2CCC[C@@H]2C(=O)NCc2ccccc2Cl)c1	-1.6	-1.9
94	COC(=O)CCCn1cc(CN2CC(N3CCN(C)CC3)CS2(=O)=O)nn1 (configuration not stated)	-5.9	-6.2
95	CCC(c1nnnn1-c1c(C)cccc1C)N1CCN(CC)CC1 (configuration not stated)	-1.2	-6.1
96	COc1ccc(COC[C@H](CC(C)C)N2CCN(C(=O)c3cccc(C(F)(F)F)c3)CCC2=O)cc1	0.0	21.9
97	CCCCC[C@H]1CCCCC[C@H](O)C[C@@H](O)[C@H](O)/C=C/C(=O)O1	3.7	18.0
98	O=C(Nc1ccc2c(c1)OCCO2)C1c2ccccc2OCC(=O)N1Cc1cccnc1 (configuration not stated)	1.0	-2.2
